Compound activity as filed in PubChem BioAssay.
HUVEC inhibit: inhibitors of HUVEC proliferation, primary screen, cell-based, 384-well. viability, % at 10 µM (by protocol). 86,000 compounds, 1.1% hits. CellTiter-Glo luminescence, 72 h; active compounds read low. AID 648, 2007;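 active = viability at or below 30%; inactive = viability above 30%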;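 also: 100% = median luminescence of DMSO-only cell control wells on each plate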
ERa SRC1 inh: ERα–SRC-1 coactivator interaction inhibitors, primary screen, biochemical, TR-FRET, ERα LBD, estradiol-bound; Estrogen receptor (Homo sapiens), P03372; TR-FRET ER-alpha LBD / SRC-1 peptide; inhibition, % at 25.6 µM; 86,000 compounds, 1.7% hits; AID 629, 2007; in the data active = inhibition above about 50%;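 also: 0% = receptor plus peptide control and 100% = peptide only without receptor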
MT1-MMP txn act: MT1-MMP promoter reporter activation – cell-based, luciferase luminescence, primary screen. HT1080 MT1-MMP promoter luciferase reporter, overnight; active compounds read high. activation factor at 10 µM. 86,000 compounds, 0.16% hits. AID 750, 2007;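 active = activation factor of at least 2 for MT1-MMP transcription at 10 µM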
H69AR growth 86K: proliferation blockers of H69AR lung cancer cells, primary screen, cell-based, human, 86K library; H69AR lung tumor viability, ATP luminescence, 72 h; active compounds read low; viability, % at 10 µM; 85,000 compounds, 6% hits; AID 598, 2007;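 active = viability at or below 40%; inactive = viability above 40%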;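 also: multidrug resistant small cell line overexpressing MRP-1 efflux transporter; 100% = mean luminescence of untreated control wells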
Lung fibro prol: antiproliferative effect on LL 47 fibroblasts – human, LL 47 cells, CellTiter-Glo luminescence, primary screen; LL 47 human lung fibroblast viability, ATP luminescence; active compounds read low; viability, % at 10 µM; 85,000 compounds, 1.1% hits; AID 719, 2007;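 active = viability at or below 50% in the single dose screen; inactive = viability above 50%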;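 also: compound exposure lasted 72 h before the ATP readout; 100% = median luminescence of untreated cell-only wells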
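test system = LL 47 human lung fibroblasts | amount = 1,150 fibroblasts seeded per well | medium = 15% FBS in IMEM | times = overnight cell rest, 72 h compound treatment at 37 °C | measured by = CellTiter-Glo luminescence measuring cellular ATP | read-out = viability percentage against median untreated-cell control | benchmarks = cell-only wells, no compound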
Mac1 fbg enh: enhancers of CD11b/CD18 adhesion to fibrinogen, primary screen, K562 cells, luminescence | Integrin beta-2 (Homo sapiens) + Integrin alpha-M (Homo sapiens), P05107+P11215 | ATPlite luminescence | activation, % at 10 µM | 93,000 compounds, 0.07% hits | AID 1499, 2009;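 active = 10 µM primary screen giving 50% or more activity, confirmed by 40% or more on retest at that dose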; also: strong numbers were not always called active
Target sequence (P05107 whole entry, looked up, other chains not shown): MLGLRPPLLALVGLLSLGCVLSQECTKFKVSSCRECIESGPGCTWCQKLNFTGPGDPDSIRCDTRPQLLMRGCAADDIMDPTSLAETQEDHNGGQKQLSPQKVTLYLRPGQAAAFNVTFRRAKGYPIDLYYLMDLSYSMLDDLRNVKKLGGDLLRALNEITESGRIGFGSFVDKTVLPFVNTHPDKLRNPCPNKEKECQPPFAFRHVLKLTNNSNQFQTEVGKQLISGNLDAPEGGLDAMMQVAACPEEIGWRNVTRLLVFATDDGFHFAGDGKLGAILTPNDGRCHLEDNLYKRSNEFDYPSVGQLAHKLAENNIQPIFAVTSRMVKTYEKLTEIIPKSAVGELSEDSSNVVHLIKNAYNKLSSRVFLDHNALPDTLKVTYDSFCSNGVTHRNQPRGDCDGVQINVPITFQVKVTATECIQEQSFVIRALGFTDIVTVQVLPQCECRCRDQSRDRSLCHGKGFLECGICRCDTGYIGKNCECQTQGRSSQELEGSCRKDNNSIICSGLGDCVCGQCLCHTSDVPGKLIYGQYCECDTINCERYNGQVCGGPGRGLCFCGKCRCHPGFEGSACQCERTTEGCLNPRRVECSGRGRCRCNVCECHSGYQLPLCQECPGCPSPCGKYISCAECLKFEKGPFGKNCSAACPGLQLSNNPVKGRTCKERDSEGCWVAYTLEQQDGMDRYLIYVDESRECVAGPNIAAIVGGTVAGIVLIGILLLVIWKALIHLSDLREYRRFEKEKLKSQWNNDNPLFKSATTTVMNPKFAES
ERa coact pot: enhancers of ERα–SRC-1 coactivator binding, primary screen, biochemical, TR-FRET, ERα LBD, low estradiol | TR-FRET ERalpha-LBD/SRC-Cy5 coactivator binding, 2 h; 100 = basal binding, no effect | coactivator binding (% of control), % at 25.6 µM | 86,000 compounds, 1.3% hits; in the data active = activity above about 200%;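 also: binding measured in presence of low estradiol as agonist stimulus; 0% = peptide alone without receptor and 100% = receptor with peptide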
ERb SRC1 inh: inhibitors of ERβ-SRC1 coactivator interaction, primary screen, biochemical, TR-FRET, ERβ LBD, SRC-1 peptide; Estrogen receptor beta (Homo sapiens), Q92731; TR-FRET ER-beta LBD / SRC1-Cy5 peptide binding; receptor agonist-loaded with 1 µM estradiol; inhibition, % at 25.6 µM; 86,000 compounds, 1.3% hits; AID 633, 2007;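 active = compounds whose percent inhibition of the receptor-coactivator binding signal exceeds about 50% in the single-dose screen, limit read from the data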;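 also: 0% = receptor plus peptide wells without compound and 100% = peptide-only wells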
Smad3 FoxH1 inh: Smad3/FoxH1 peptide binding inhibitors, primary screen, biochemical, TR-FRET; Mothers against decapentaplegic homolog 3 (Homo sapiens), P84022; TR-FRET Smad3/Dy647-FoxH1 peptide binding, europium anti-His; inhibition, % at 25 µM; 88,000 compounds, 0.29% hits;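 active = compounds that reduce the energy-transfer binding signal between the protein and its labelled peptide by more than half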;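 also: 0% = Smad3 plus labelled peptide maximal FRET and 100% = peptide-only background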
* marks the source's active call; other numbers are inactive results; i = inactive; · = no result given; [ ] = dose if it differs, or a comment. Only part of the results is shown; count on the stated rates, not on these rows.

SMILES | HUVEC inhibit | ERa SRC1 inh | MT1-MMP txn act | H69AR growth 86K | Lung fibro prol | Mac1 fbg enh | ERa coact pot | ERb SRC1 inh | Smad3 FoxH1 inh
COC(=O)c1cccc(NC(=O)C(C)N2C(=O)c3ccccc3C2=O)c1 (centres undefined) | 104 | 4 | 1.1 | 94 | 97 | 3 | 89 | 8[fluorescence artefact?] | -13
Cc1ccc(N2C(=O)c3ccccc3C2=O)cc1C | 92 | 5 | 1.2 | 103 | 105 | · | 115 | -11 | 0
CCn1c(SCC(=O)N2CCc3ccccc3C2)nc2c1c(=O)n(C)c(=O)n2C | 91 | 5 | 1.1 | 78 | 91 | 2 | 111 | 1 | 1
Cc1cc(C)n(C(=O)c2c([N+](=O)[O-])cnn2C)n1 | 89 | -8 | 1 | 72 | 97 | · | 122 | -20 | 2
Cc1oc(C2CC2)cc1C(=O)O | 98 | -35 | 1 | 87 | 99 | 1 | 116 | -23[fluorescence artefact?] | 10
COc1ccc(NC(=O)CSc2nnc(-c3ccccc3C)n2C)cc1 | 110 | 9 | 1 | 98 | 104 | -2 | 104 | 6 | 6[fluorescence artefact?]
Cc1ccc(C2N(c3ccccc3)C(=S)N3CCCN23)cc1 (centres undefined) | 95 | -7 | · | 97 | 93 | -4 | 115 | -4 | -9
Cc1nn(CCO)c(C)c1Oc1ccccc1O | 106 | -9 | 1.5 | 95 | 96 | -2 | 102 | 0[fluorescence artefact?] | -15
CC(C(=O)NCc1ccccc1)N(CCN1CCOCC1)C(=O)c1snc(C(N)=O)c1N (centres undefined) | 96 | -6 | 1.1 | 103 | 98 | -2 | 124 | -4 | 2
CCOC(=O)c1[nH]c2ccccc2c1CCCN1C(=O)c2ccccc2C1=O | 94 | 4 | 1.1 | 85 | 104 | · | 103 | -11 | 6
CC1(C)Cc2c(sc(/N=C/N3CCCC3)c2C#N)C(C)(C)N1 | 94 | -5 | 1.2 | 93 | 97 | · | 90 | -9 | 3
O=C1C(C23CC4CC(CC(C4)C2)C3)C(=O)N(c2ccccc2)N1c1ccccc1 | 75 | 38 | 1.2 | 92 | 93 | · | 74 | 22 | -11
Cc1ccc(NC(=O)/C(CN(C)C)=N\O)cc1 | 99 | 3 | 1.5 | 91 | 102 | -6 | 95 | 18 | -10
Cc1cccc(NC2(C(F)(F)F)N=C3SCCN3C2=O)n1 (centres undefined) | 92 | -7 | · | 97 | 105 | -3 | 107 | -5 | -3
CCS(=O)(=O)N1CCC(C(=O)Nc2cccc(C(C)=O)c2)CC1 | 97 | -1 | 1 | 92 | 95 | 0 | 126[fluorescence artefact?] | -9[fluorescence artefact?] | 8
COC(=O)C1C(C(C)C)N(c2ccccc2)OC1(C)O (centres undefined) | 102 | -32 | 1.1 | 85 | 96 | -4 | 100 | -41 | 9
COc1ccc(CSc2nnc(C)n2N)cc1 | 95 | -1 | 1.2 | 99 | 93 | -1 | 117 | -6 | 9
COc1cccc(CC(=O)Nc2nccs2)c1 | 98 | -5 | 1.1 | 122 | 97 | 1 | 81[fluorescence artefact?] | -9 | -4
Cc1cc(C(=O)NCc2ccco2)no1 | 106 | 5 | 1.3 | 84 | 106 | 0 | 72 | 12 | -25
COCCn1nnnc1C(c1ccccn1)N1CCN(c2cc(C)ccc2C)CC1 (centres undefined) | 105 | -30 | 1.1 | 101 | 97 | 1 | 118 | -5[fluorescence artefact?] | -3
CCOc1ccc(OCC)c(NC(=O)C2CCCN(S(=O)(=O)c3cnc[nH]3)C2)c1 (centres undefined) | 90 | 2 | 1.1 | 83 | 93 | 0 | 98 | -3 | 3
Cc1cc(NC(=O)Cc2cccs2)no1 | 88 | 97*[fluorescence artefact?] | 1.3 | 74 | 87 | 90 | 17[fluorescence artefact?] | 89*[fluorescence artefact?] | 5
O=C(C1CCN(S(=O)(=O)c2ccccc2)CC1)N(CCc1ccccc1)Cc1ccco1 | 89 | -12 | 1.1 | 75 | 96 | 0 | 99 | -29[fluorescence artefact?] | 11
O=C1CCC(=O)N1CCOP1(=O)COc2ccccc2OC1 | 84 | 5 | 1 | 95 | 97 | 3 | 112 | -3 | -9
CCNC(=O)NC(=O)CSc1cccc(C(F)(F)F)c1 | 92 | 0 | 1.2 | 85 | 105 | -3 | 110 | 6 | 9

Structures from the list above containing fluorine (2):
SMILES | HUVEC inhibit | ERa SRC1 inh | MT1-MMP txn act | H69AR growth 86K | Lung fibro prol | Mac1 fbg enh | ERa coact pot | ERb SRC1 inh | Smad3 FoxH1 inh
Cc1cccc(NC2(C(F)(F)F)N=C3SCCN3C2=O)n1 (centres undefined) | 92 | -7 | · | 97 | 105 | -3 | 107 | -5 | -3
CCNC(=O)NC(=O)CSc1cccc(C(F)(F)F)c1 | 92 | 0 | 1.2 | 85 | 105 | -3 | 110 | 6 | 9

More records follow:
SMILES | HUVEC inhibit | ERa SRC1 inh | MT1-MMP txn act | H69AR growth 86K | Lung fibro prol | Mac1 fbg enh | ERa coact pot | ERb SRC1 inh | Smad3 FoxH1 inh
CCc1sc(NC(=O)COC)nc1-c1ccccc1 | 80 | -7 | 1.2 | 80 | 94 | 4 | 93 | -10 | 8
CC(C)Cn1c(SCC(=O)NC(=O)Nc2ccc3c(c2)OCCO3)nc2ccccc2c1=O | 35 | 45[fluorescence artefact?] | 1.2 | 66 | 55 | 3 | 70[fluorescence artefact?] | 27 | 9[fluorescence artefact?]
CC(C)(C)c1nnc(NC(=O)C2CCN(c3ncccn3)CC2)s1 | 99 | -2 | 1.1 | 97 | 95 | 0 | 108 | -2 | -3
CC(=O)Nc1cc2c(nc1C)nc(C)n2Cc1ccc(Br)cc1 | 94 | 0 | 1.1 | 99 | 98 | -1 | 101[fluorescence artefact?] | 5 | 11
C=CCN(C(=O)CNC(=O)c1ccco1)C(C(=O)NC1CCCCC1)c1ccccc1 (centres undefined) | 96 | -14 | 1 | 90 | 90 | 0 | 112 | -5 | 1
Cc1ccc2nc3n(c(=O)c2c1)CCC3 | 87 | 0 | 1 | 85 | 104 | -2 | 110 | 3 | 12
COc1ccc(Cl)cc1Nc1nc(C)cc(=O)[nH]1 | 99 | -31 | 1.1 | 99 | 103 | 4 | 105 | -11 | -4
Cc1cccc(-n2ncc3c(NCCCO)ncnc32)c1 | 96 | -4 | 1.2 | 103 | 98 | -4 | 92 | -5 | 0
Cc1ccc(-n2cnc3cc(NCc4cccs4)ccc32)cc1 | 118 | 6 | 1.8 | 81 | 94 | -1 | 88 | -2 | 3
COc1ccc(C(=O)CSc2nnc(CNc3nc(-c4ccccc4)cs3)n2C)cc1 | 81 | -12 | 1.1 | 95 | 93 | -3 | 128 | -7 | -2
Cc1nnc(SCC(=O)NC(=O)NCc2ccco2)n1Cc1ccccc1 | 86 | 52* | 1 | 98 | 96 | 35 | 150[fluorescence artefact?] | 33 | 28
COC(=O)Nc1ccc(S(=O)(=O)N2CCN(c3ccc(F)cc3)CC2)cc1 | 84 | -11 | 1.1 | 81 | 90 | -4 | 105 | 5 | 7
COc1ccc(NC(=O)CSc2nnc(C3CC3)n2N)cc1 | 107 | -2 | 1.2 | 85 | 95 | 4 | 102 | -18 | 4
Cc1ccc(C2(C)NC(=O)N(CC(=O)NC(=O)NCCC(C)C)C2=O)cc1 (centres undefined) | 112 | 4[fluorescence artefact?] | 1.1 | 91 | 92 | 0 | 90[fluorescence artefact?] | 8[fluorescence artefact?] | -5
c1ccc2c(c1)C(=NCC1CCCO1)NC2=NCC1CCCO1 (centres undefined) | 94 | 10 | 1.1 | 100 | 103 | -1 | 116 | 4[fluorescence artefact?] | -1
Cc1ccc(CNS(=O)(=O)NCc2ccccc2)cc1 | 103 | 1 | 1.1 | 105 | 100 | 2 | 105 | 2 | 1
O=C(c1ccc(C#Cc2ccccc2)o1)N1CCN(c2ccccn2)CC1 | 98 | 13 | 1.1 | 79 | 103 | 0 | 78[fluorescence artefact?] | 4 | 4
O=C(OCCOc1ccccc1Cl)c1ccc(-n2cnnn2)cc1 | 101 | 6 | 1.3 | 97 | 99 | -3 | 109 | -1 | 3
CCn1c(CNc2ccc(OC)cc2)nnc1SCC(=O)Nc1ccc(F)cc1 | 99 | -4 | 1.1 | 87 | 92 | · | 85 | -11 | 1
CC(C)(Oc1ccc(Cl)cc1)C(=O)NC1CCSC1=O (centres undefined) | 90 | -4 | 1.1 | 83 | 91 | · | 91 | -1 | 6
Cc1cccc(N2C(=O)CC(N3CCN(Cc4ccc5c(c4)OCO5)CC3)C2=O)c1 (centres undefined) | 102 | 1 | 1.1 | 93 | 97 | -1 | 117 | 17[fluorescence artefact?] | 4
COC(=O)c1[nH]c2ccc(C)cc2c1NC(=O)CCN1CCN(C2CCCCC2)CC1 | 96 | -4 | 1.2 | 78 | 94 | -4 | 117 | -8 | 6
O=c1[nH]c2ccc(S(=O)(=O)N3CCN(Cc4ccccc4)CC3)cc2[nH]c1=O | 100 | -5 | 1 | 94 | 102 | 2 | 104 | -4 | -15
Cc1ccc(S(=O)(=O)CCC(=O)OCC(=O)Nc2ncc(Cl)cc2Cl)cc1 | 99 | -4 | 0.9 | 98 | 91 | -2 | 108[fluorescence artefact?] | 5 | 3
COc1ccc(N2CCN(Cc3ccc(Br)s3)CC2)cc1 | 108 | 0 | 1 | 66 | 100 | -3 | 108 | -6 | -10
SMILES | HUVEC inhibit | ERa SRC1 inh | MT1-MMP txn act | H69AR growth 86K | Lung fibro prol | Mac1 fbg enh | ERa coact pot | ERb SRC1 inh | Smad3 FoxH1 inh
O=C(O)c1cc(S(=O)(=O)Nc2ccc3c(c2)OCCO3)c(Cl)cc1Cl | 89 | -9 | 1.5 | 94 | 90 | -2 | 107 | 0 | 3
Cc1cccn2c(=O)c(C=NCc3ccco3)c(Nc3ccc(Cl)cc3)nc12 | 70 | 16[fluorescence artefact?] | 1.3 | 23* | 72 | · | 125 | 9[fluorescence artefact?] | 4
CCOC(=O)c1nn(-c2ccccc2)c(C(=O)OCC)c1N | 93 | -7 | 1 | 86 | 99 | 2 | 129 | -6 | 0
C=CCn1c(SCC(=O)Nc2ccc(C(=O)OCC)cc2)nnc1-c1cccs1 | 100 | -45[fluorescence artefact?] | 1.1 | 87 | 109 | -2 | 755*[fluorescence artefact?] | 10[fluorescence artefact?] | i[fluorescence artefact?]
CCS(=O)(=O)/N=C(\N)c1ccccc1 | 104 | -7 | 1 | 104 | 93 | -2 | 129 | -5 | -11
C/C(N)=C(/C#N)C(=O)CSc1nnc(Nc2cccc(C)c2C)s1 | 104 | 52*[fluorescence artefact?] | 1.6 | 93 | · | 1 | 47[fluorescence artefact?] | 65* | 7
Cn1c2ccccc2c2ncn(Cc3ccco3)c(=O)c21 | 80 | 7[fluorescence artefact?] | 1.1 | 71 | 77 | -1 | 96 | 9[fluorescence artefact?] | -2
CC1COC2C(O1)N(S(C)(=O)=O)CCN2S(C)(=O)=O (centres undefined) | 105 | 3[fluorescence artefact?] | 1.2 | 97 | 97 | -1 | 107 | 1[fluorescence artefact?] | -4
COC(=O)c1ccc(Cn2cnc3c(cnn3-c3ccc(Cl)cc3)c2=O)o1 | 103 | -11 | 1 | 99 | 97 | · | 118 | -13 | 4
